Screens from PubChem.
Shiga inhibitor = Shiga toxin inhibition; Vero cells, Shiga toxin protein synthesis inhibition reporter; inhibition, % at 38.7 µM; actives 9.2% (n = 290,000); in the data active = inhibition mostly above about 28%, no sharp cut-off; inactive = mostly below about 43%; also: 0% is about no effect
FBPA Giardia inh = blocks Giardia fructose-bisphosphate aldolase activity. A8B2U2. purified Giardia FBPA. Potency, µM (series often up to 59.6 µM), without a hit: at the top dose activity, negative = inhibition, usual class: inhibitors. actives 0.71% (n = 290,000); also: potency is read from the fitted curve at half-maximal effect; % is scaled to controls: 0 for no effect and ±100 for the full control effect; nearly all actives have a fitted effect of over 55% in size
Target sequence (A8B2U2 whole entry, looked up): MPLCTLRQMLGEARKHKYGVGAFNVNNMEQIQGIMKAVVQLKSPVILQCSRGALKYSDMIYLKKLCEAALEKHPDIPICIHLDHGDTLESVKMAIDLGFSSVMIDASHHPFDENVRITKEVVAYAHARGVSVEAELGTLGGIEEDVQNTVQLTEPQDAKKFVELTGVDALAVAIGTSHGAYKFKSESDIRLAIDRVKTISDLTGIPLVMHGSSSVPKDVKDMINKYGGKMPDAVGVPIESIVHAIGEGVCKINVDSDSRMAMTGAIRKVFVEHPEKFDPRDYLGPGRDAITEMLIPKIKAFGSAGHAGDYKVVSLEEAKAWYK
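40 nM FBPA preincubated 10 min at RT with compound (up to 57.5 uM final), then substrate plus GAPDH/TPI/NAD/arsenate coupling and diaphorase/resazurin added. Fluorescence read after 20 min at RT, 525/598 nm.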
Cycloheximide cs = counter-screen for Shiga toxin inhibitors: cycloheximide protein synthesis inhibition; cell reporter, cycloheximide protein synthesis inhibition counterscreen; max response, %; actives 12% (n = 300,000); AID 2314; in the data active = max response mostly above about 13%, no sharp cut-off; inactive = mostly below about 14%; also: read at 38.3 µM for the half of the compounds with a filed dose; 0% is about no effect
Sm TGR inh = blocks Schistosoma mansoni thioredoxin glutathione reductase; purified TGR, DTNB reduction, TNB absorbance 405 nm; Potency, µM (highest dose often 114 µM), for the others: at the top dose activity change, negative = inhibition, most hits filed as inhibitors; actives 3% (n = 360,000); AID 485364; also: potency is read from the fitted curve at half-maximal effect; % is scaled to controls: 0 for no effect and ±100 for the full control effect; nearly all actives have a fitted effect of over 60% in size
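First, TGR (20 nM dispensed) and NADPH were mixed with compound. Second, a 15 min room-temperature incubation followed. Third, further NADPH and then DTNB were added to start the reaction. Finally, TNB absorbance was monitored kinetically.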
Pf growth 48h = P. falciparum growth inhibition at 48 hours (one generation); Potency, µM (titrated, usually from 28.7 µM), inactives show at the highest dose activity change, negative = inhibition, usual class: inhibitors; actives 5.9% (n = 310,000); P. falciparum luciferase growth in erythrocytes, 48 h; also: potency is read from the fitted curve at half-maximal effect; % is scaled to controls: 0 for no effect and ±100 for the full control effect
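A one-generation exposure of luciferase-tagged malaria parasites in RPMI 1640/Albumax erythrocyte culture, 37 C and 5% CO2. Inhibition is inferred from decreased luminescence after adding detection reagent.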
Pf growth 96h = P. falciparum growth inhibition at 96 hour, primary screen for plastid delayed-death inhibitors. P. falciparum luciferase reporter growth, 96 h. actives 6.9% (n = 320,000). AID 504834. Potency, µM (top dose mostly 28.7 µM), for the others: top-dose activity change, negative = inhibition, actives largely listed as inhibitors; also: potency is read from the fitted curve at half-maximal effect; % is scaled to controls: 0 for no effect and ±100 for the full control effect
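Luminescence readout: decreased luciferase signal marks inhibited growth of reporter-expressing P. falciparum in infected red cells (2% hematocrit, 0.05% parasitemia final), exposed to compound two generations (96 h, 37 C, 5% CO2).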
Active calls of the source: *; ? = inconclusive; / = not tested or not shown; & = joins results of further samples; [ ] = dose if it differs, or a comment. Unless noted, calls follow the shape of the dose curve; as a rule, active = well fitted curve in the direction sought with a large enough effect; inconclusive = small, poorly fitted or top-dose-only effect, or another doubt; inactive = no such curve, though single readings can be large; an effect the other way counts as inactive or inconclusive.

SMILES	Shiga inhibitor	FBPA Giardia inh	Cycloheximide cs	Sm TGR inh	Pf growth 48h	Pf growth 96h
CC(=O)Nc1cccc(NC(=O)CSc2ccc(-c3ccco3)nn2)c1	-5	/	17	14µM*	?	9.3µM*
CCCCOc1ccc(NS(=O)(=O)c2ccc(-n3cnnn3)cc2)cc1	17	/	0	9%	?	37%
COc1ccccc1C(=O)NCC(=O)OCC(=O)Nc1cccc(S(=O)(=O)N2CCCCCC2)c1	-7	4%	-4	-3%	-25%	9%
NCCCP(=O)(O)CCc1ccccc1	14	-1%	-4	6%	11%	2%
CCN(c1ccc(F)cc1)S(=O)(=O)c1ccc2[nH]cc(C(=O)NCCCN3CCOCC3)c(=O)c2c1	-13	1%	-3	-15%	?	-37%[1.15 µM]
CCOc1ccc(C2c3[nH]c4ccccc4c3CCN2Cc2cn(CC)nc2C)cc1 (stereo unspecified)	8	-6%	16	-7%	?	25%
Cc1cc(NC(=O)c2cc(-c3ccccc3)on2)n(-c2ccccc2)n1	-6	3%	1	7%	-12%	35%
O=C(CC1Oc2ccccc2NC1=O)NCCCN1CCOCC1 (stereo unspecified)	25	-1%	-1	6%	?	?
Cc1ccc2c(c1)N(CCCC(=O)NCCCN1CCCC1=O)C(=O)CO2	-9	2%	3	3%	13%	4%
Cc1ccc(NC(=O)CSc2nncs2)cc1Cl	/	/	/	-6%	23%	-26%
Cn1c(-c2cccc3ccccc23)n[nH]c1=S	-4	-13%	-1	0%	5%	23%
O=C(Nc1nc2nc(-c3ccccc3)cc(=O)n2[nH]1)c1ccccc1	-18	4%	-8	-11%	22%	/
Cc1ccc(C)c(C(C)NC(=O)C2CCCC2)c1 (stereo unspecified)	-1	11%	-1	-20%	-22%	60%[activator]
CCC1=C(OC(=O)N(CC)CC)N2C(=O)OC(=NCC3CC3)[C@]2(C)[C@H]2C1=CC[C@H]1C(=O)NC(=O)[C@H]12	-7	0%&8%	-1	-9%	?	?
CN(C)S(=O)(=O)c1ccc(Cl)c(NC(=O)c2ccncc2)c1	-7	-1%	1	-14%	-1%	14%
COc1cccc(CNC(=O)CSc2nc3ccc(C)cc3[nH]2)c1	33	-4%	17*	6%	-10%	1%
Cc1ccc(S(=O)(=O)c2cc(Nc3ccccc3)ccc2O)cc1	/	/	/	-6%	?	0%
O=C(c1ccc(C(F)(F)F)cc1)N1CCC(=O)N(C(COCc2ccccc2)Cc2ccccc2)CC1 (stereo unspecified)	-2	-10%	2	-5%	?	8.3µM*
COc1cc(NC(=S)N2CCC(C(O)(c3ccccc3)c3ccccc3)CC2)cc(OC)c1	-7	3%	2	1%	0%	2.1µM*
CCC(C)C1O[C@]2(C=CC1C)CC1CC(C/C=C(\C)[C@H](OC3CC(OC)C(O[C@H]4CC(OC)[C@@H](O)C(C)O4)C(C)O3)[C@@H](C)/C=C/C=C3\COC4C(O)C(C)=C[C@H](C(=O)O1)[C@@]34O)O2 (stereo partly specified)	/	-3%	/	/	15µM*	13µM*
C=CCSc1nc2sc3c(c2c(=O)n1CC)CCC3	-8	15%	-4	-17%	23%	?
COC(=O)c1ccc(COC(=O)C(NC(=O)Cc2ccccc2)C(C)C)cc1 (stereo unspecified)	/	/	/	6%	-16%	?
Nc1ccccc1C(O)(Cc1ccccc1)c1ccccc1 (stereo unspecified)	-2	12%	-4	26%	/	?
O=C(N/N=C/c1ccncc1)c1cccc(NC(=O)c2ccc(Cl)cc2)c1	20	2%	11	-8%	13µM*	?
COc1ccc(CNC(=O)C2(CC(=O)NC(C)(C)C)CCCC2)cc1	3	9%	11	-31%	-9%	17%
Going on with the list.
SMILES	Shiga inhibitor	FBPA Giardia inh	Cycloheximide cs	Sm TGR inh	Pf growth 48h	Pf growth 96h
CCC(=O)N1CCc2cc(Br)cc(S(=O)(=O)N3CCC(C(=O)NC(C)(C)C)CC3)c21	-2	14%	-4	24%&0%	?	34%[activator]
C/C(=N\OCC(=O)N/N=C/c1ccccc1)c1cccs1	-9	-4%	-3	-11%	/	?
O=C(CSCc1cccc(Br)c1)N/N=C/c1ccc2c(c1)OCO2	4	/	-2	7%	-12%	4%
COc1ccc(C(=O)N2CCCc3ccccc32)cc1OC	-10	7%	-2	-3%	-5%	26%
Cc1ccc(S(=O)(=O)NC(=O)CSc2nc3ccccc3s2)cc1	-10	27%	2	10%	-9%	0%
CN(CC(=O)Nc1ccc(Cl)cc1)C(=O)CCc1ccccc1	-2	8%	-2	-3%	29%	22%
C=CCNC(C(=O)Nc1cccc(OC)c1)c1ccccc1 (stereo unspecified)	24	1%	5	8%	?	?
Nc1ccccc1-c1nc2ccccc2[nH]1	92*	-5%	45*	0%	131%[activator]	117%[activator]
CCOc1ccc(-n2c(-c3ccc(Br)cc3)c[n+]3c2CCCCC3)cc1	-4	0%	-5	3%	5.2µM*	?
Cc1cc(C)nc(N2N=C(C(C)(C)C)CC2=O)n1	-26	?	-3	5%	/	35%[activator]
NC(=O)c1nsc(C(=O)N(Cc2ccc(F)cc2)C(C(=O)NC2CCCC2)c2ccco2)c1N (stereo unspecified)	-13	-4%	-7	-22%	?	48%[activator]
Cn1ccc(NC(=O)Nc2ccc(Cl)cc2Cl)n1	22*	-2%	51*	-8%	84%[activator]	?
O=C(CN(C(=O)CNS(=O)(=O)c1ccccc1)c1ccc(F)cc1)NCc1ccco1	-4	0%	2	1%	5%	-18%
Cc1nc(NC(=O)COC(=O)CCS(=O)(=O)c2ccccc2Cl)c(Cl)cc1Cl	-13	5%	4	-3%	30%[activator]	28%
Cc1c(Cl)ccc2c1NC(=O)[C@]21N[C@@H](CCC(N)=O)[C@H]2C(=O)N(c3ccc(F)cc3)C(=O)[C@H]21	-13	3%	-2	13µM*	16%	-1%
O=C(O)C(c1ccccc1)N1CCCC1 (stereo unspecified)	-4	-15%	1	4%	-13%	/
CS(=O)(=O)N(Cc1ccc(Cl)cc1)c1ccc(C(=O)NCCSCc2ccco2)cc1	4	1%	14	?	14%	/
Clc1ncccc1-c1nc2ccccc2n1Cc1ccccc1	-10	2%	0	6%	?	?
Cc1cc2c(cc1S(N)(=O)=O)S(=O)(=O)CCC2	/	0%[21.7 µM]	/	1%	-10%	0%
Cc1cc(=O)oc2cc(OC(C)C(=O)N3CCCc4ccccc43)ccc12 (stereo unspecified)	60	7%	24*	-16%	-3%	/
CCOC(=O)Cc1c(C)nc2c(-c3ccc(Cl)cc3)c[nH]n2c1=O	25	5%	-2	6%	?	51%[activator]
COc1ccc(-c2c(C(C)=O)c(C)nc3sc4c(=O)[nH]nnc4c23)cc1	14	14%	-3	8%	-12%	-3%
CCOc1ccc2[nH]c(=O)c(CN(CCc3ccccc3)C(=O)N3CCOCC3)cc2c1	19	-2%	-5	-5%	?	?
O=C(NCc1cccnc1)c1ccc(COc2ccccc2Cl)cc1	63	0%	10	10%	36%[activator]	13%[5.75 µM]
CC(C)(C)NC(=O)Cn1nc(C(F)(F)F)c2c1CCCC2	-10	-1%	-3	/	-2%	16%

2 records picked at random from the list so far, as already listed:
SMILES	Shiga inhibitor	FBPA Giardia inh	Cycloheximide cs	Sm TGR inh	Pf growth 48h	Pf growth 96h
O=C(CSCc1cccc(Br)c1)N/N=C/c1ccc2c(c1)OCO2	4	/	-2	7%	-12%	4%
Clc1ncccc1-c1nc2ccccc2n1Cc1ccccc1	-10	2%	0	6%	?	?

Other results
SMILES	Shiga inhibitor	FBPA Giardia inh	Cycloheximide cs	Sm TGR inh	Pf growth 48h	Pf growth 96h
CCOc1ccc(/C=N/NC(=O)c2ccccc2Cl)cc1CN1CC2CC(C1)c1cccc(=O)n1C2 (stereo unspecified)	/	/	/	-18%	8.3µM*	-23%
O=C(COC(=O)Cc1ccsc1)NCC12CC3CC(CC(C3)C1)C2	-7	0%	0	-7%	/	53%[activator]
O=C(NNc1ccc([N+](=O)[O-])cc1)C1CC2CCCC(C1)C2=O (stereo unspecified)	-4	0%	-2	-23%	?	3%
CCCCCCn1c(O)c(C=Nc2ccccc2N2CCOCC2)c(=O)[nH]c1=S	-10	1%	1	0%	3%	4%
COc1ccc2[nH]c3c(c2c1)CCN1C(=O)N([C@@H](C)C(=O)NC2CCCC2)C(=O)[C@]31C	-8	-9%	-1	-24%	?	?
FC(F)(F)c1cc(-c2ccco2)nc(N2CCN(c3ccccc3)CC2)n1	-18	0%	-2	-8%	7%	/

Of the compounds above, eight have an aryl methoxy group.
SMILES	Shiga inhibitor	FBPA Giardia inh	Cycloheximide cs	Sm TGR inh	Pf growth 48h	Pf growth 96h
COc1ccccc1C(=O)NCC(=O)OCC(=O)Nc1cccc(S(=O)(=O)N2CCCCCC2)c1	-7	4%	-4	-3%	-25%	9%
COc1cccc(CNC(=O)CSc2nc3ccc(C)cc3[nH]2)c1	33	-4%	17*	6%	-10%	1%
COc1cc(NC(=S)N2CCC(C(O)(c3ccccc3)c3ccccc3)CC2)cc(OC)c1	-7	3%	2	1%	0%	2.1µM*
COc1ccc(CNC(=O)C2(CC(=O)NC(C)(C)C)CCCC2)cc1	3	9%	11	-31%	-9%	17%
COc1ccc(C(=O)N2CCCc3ccccc32)cc1OC	-10	7%	-2	-3%	-5%	26%
C=CCNC(C(=O)Nc1cccc(OC)c1)c1ccccc1 (stereo unspecified)	24	1%	5	8%	?	?
COc1ccc(-c2c(C(C)=O)c(C)nc3sc4c(=O)[nH]nnc4c23)cc1	14	14%	-3	8%	-12%	-3%
COc1ccc2[nH]c3c(c2c1)CCN1C(=O)N([C@@H](C)C(=O)NC2CCCC2)C(=O)[C@]31C	-8	-9%	-1	-24%	?	?
